From PubChem BioAssay
IL2 activator: qHTS of IL-2 Activators | activation, % (series mostly up to about 46 µM) | 360,000 compounds, 0.065% hits | IL-2 activation reporter assay, cell-based qHTS; stimulated with anti-CD3/CD4/CD28 beads; in transgenic mouse T cells; in the data active = activation above about 50%; inconclusive = mostly about 30% to 49%; also: 0% is about no effect
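First, unstimulated transgenic mouse T cells were exposed to compound for 60 min. Next, anti-CD3/anti-CD4-coated beads with anti-CD28 were added. Finally, after 18 h at 37 degrees C, EGFP and DsRed were imaged.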
Nrf2 ARE act: qHTS of Nrf2 Activators | AREc32 ARE-luciferase reporter (MCF7-derived line), luminescence, 24 h | Potency, µM (highest dose often 46.1 µM), for the others: at the top dose activation, usual class: activators | 410,000 compounds, 0.31% hits | AID 624171, 2012; also: potency is read from the fitted curve at half-maximal effect; % of control where 0% means no effect; nearly all actives have a fitted effect of over 65% in size
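AREc32 cells carrying an ARE-driven firefly luciferase reporter were seeded at 1000 cells/well in OPTI-MEM with 5% FBS, then exposed to compound for 24 hr at 37 deg C. Luminescence was read with Steady-Glo after 30 min at RT.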
TGFb SMAD3 inh: qHTS for Inhibitors of TGF-b | 410,000 compounds, 1.2% hits | HepG2 CAGA-GFP TGF-b/SMAD3 reporter, GFP fluorescence, 18 h; TGF-beta stimulated, 500 pg/mL final | Potency, µM (titrated, usually from 46.1 µM), inactives show top-dose activity, negative = inhibition, most hits filed as inhibitors | AID 588855, 2011; also: potency is read from the fitted curve at half-maximal effect; % is scaled to controls: 0 for no effect and ±100 for the full control effect; nearly all actives have a fitted effect of over 65% in size
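HEPG2 CAGA-GFP, 1000 cells/well; 2 h settle, 37 C; cpd via pin tool; TGF-b 500 pg/mL final; 18 h, 37 C; GFP imaging ex488/em500-530; %Activity normalised to -TGF-b and +DMSO controls; CRC fit, curve class.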
A549 tox: Nrf2 qHTS screen for inhibitors: counterscreen for cytotoxicity. A549 ARE-Fluc cells, CellTiter-Fluor viability, 18-24 h. Potency, µM (titrated, usually from 46 µM), for inactives: at the top dose activity change, negative = cytotoxicity, actives largely listed as inhibitors. 390,000 compounds, 0.16% hits. AID 504648, 2011; also: potency is read from the fitted curve at half-maximal effect; % is scaled to controls: 0 for no effect and ±100 for the full control effect
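A549 ARE-Fluc cells in 5% FBS OPTI-MEM, 5000 cells/well, rested 2 h then exposed to compounds in concentration-response for 18-24 h at 37 °C. Viability by CellTiter-Fluor fluorescence (Ex 405/Em 525) after 30 min; luciferase luminescence (BugLite, 15 min, RT) read afterwards.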
ATXN2 expr inh: Primary qHTS for Inhibitors of ATXN expression. HEK-293 ATXN2-luciferase reporter, luminescence, 24 h. Potency, µM (top dose mostly 57 µM), for the others: at the top dose activity change, negative = inhibition, most hits filed as inhibitors. 360,000 compounds, 0.72% hits; also: potency is read from the fitted curve at half-maximal effect; % is scaled to controls: 0 for no effect and ±100 for the full control effect; nearly all actives have a fitted effect of over 55% in size
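ATXN2-luciferase reporter cells (luciferase flanked by upstream and downstream ATXN2 gene portions) were treated 24 h at 37 °C with compounds at up to 57 uM. SteadyGlo luminescence gave expression; GF-AFC fluorescence gave viability.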
Nrf2 block: Nrf2 qHTS screen for inhibitors; A549 ARE-Fluc reporter, luciferase luminescence, 18-24 h; Potency, µM (doses to about 46 µM), for the others: at the highest dose activity change, negative = inhibition, actives largely listed as inhibitors; 360,000 compounds, 2.1% hits; AID 504444, 2011; also: potency is read from the fitted curve at half-maximal effect; % is scaled to controls: 0 for no effect and ±100 for the full control effect; nearly all actives have a fitted effect of over 60% in size
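Nrf2 activity is the BugLite luminescence, read 15 min after reagent at room temperature, following CellTiter-Fluor cytotoxicity readout (30 min, 37C). Compound titrations were applied for 18-24 h to 5000 A549 ARE_Fluc cells/well in 5% FBS OPTI-MEM.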
HepG2 tox: qHTS for Inhibitors of TGF-b: Cytotox Counterscreen; HepG2 CAGA-GFP viability, ATP luminescence, 18 h; Potency, µM (series often up to 46.1 µM), for the others: at the highest dose activity change, negative = cytotoxicity, most hits filed as cytotoxic; 410,000 compounds, 0.76% hits; AID 588856, 2011; also: potency is read from the fitted curve at half-maximal effect; some results filed as inactive show a strong effect at the top dose
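CellTiter-Glo luminescence gave cytotoxicity after 18 hours at 37 degrees C. The cells were HepG2 CAGA-GFP in 1% FBS DMEM, stimulated with 500 pg/mL TGF-beta after compound addition. %Activity was normalised to no-cell wells (complete cell-killing) and DMSO (no toxicity), and curves were fitted and classified.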
S2 tox: Viability Counterscreen for Primary qHTS for Inhibitors of ATXN expression. Potency, µM (titrated, usually from 56.7 µM), most hits filed as cytotoxic. 400,000 compounds, 0.49% hits. S2 cells (HEK-293 line with an ATXN2-luciferase reporter) viability, CellTiter-Fluor protease fluorescence, 24 h; also: potency is read from the fitted curve at half-maximal effect; nearly all actives have a fitted effect of over 40% in size
EPAC2 ag: qHTS for Agonist of cAMP-regulated guanine nucleotide exchange factor 4 (EPAC2): primary screen | EPAC2 activation, biochemical qHTS; response scale: 100% = 6.5 mM cAMP response | Potency, µM (highest dose often 154 µM), for inactives: top-dose activation, most hits filed as activators | 360,000 compounds, 0.079% hits; also: potency is read from the fitted curve at half-maximal effect; nearly all actives have a fitted effect of over 50% in size
Target sequence (Q8WZA2 whole entry, looked up): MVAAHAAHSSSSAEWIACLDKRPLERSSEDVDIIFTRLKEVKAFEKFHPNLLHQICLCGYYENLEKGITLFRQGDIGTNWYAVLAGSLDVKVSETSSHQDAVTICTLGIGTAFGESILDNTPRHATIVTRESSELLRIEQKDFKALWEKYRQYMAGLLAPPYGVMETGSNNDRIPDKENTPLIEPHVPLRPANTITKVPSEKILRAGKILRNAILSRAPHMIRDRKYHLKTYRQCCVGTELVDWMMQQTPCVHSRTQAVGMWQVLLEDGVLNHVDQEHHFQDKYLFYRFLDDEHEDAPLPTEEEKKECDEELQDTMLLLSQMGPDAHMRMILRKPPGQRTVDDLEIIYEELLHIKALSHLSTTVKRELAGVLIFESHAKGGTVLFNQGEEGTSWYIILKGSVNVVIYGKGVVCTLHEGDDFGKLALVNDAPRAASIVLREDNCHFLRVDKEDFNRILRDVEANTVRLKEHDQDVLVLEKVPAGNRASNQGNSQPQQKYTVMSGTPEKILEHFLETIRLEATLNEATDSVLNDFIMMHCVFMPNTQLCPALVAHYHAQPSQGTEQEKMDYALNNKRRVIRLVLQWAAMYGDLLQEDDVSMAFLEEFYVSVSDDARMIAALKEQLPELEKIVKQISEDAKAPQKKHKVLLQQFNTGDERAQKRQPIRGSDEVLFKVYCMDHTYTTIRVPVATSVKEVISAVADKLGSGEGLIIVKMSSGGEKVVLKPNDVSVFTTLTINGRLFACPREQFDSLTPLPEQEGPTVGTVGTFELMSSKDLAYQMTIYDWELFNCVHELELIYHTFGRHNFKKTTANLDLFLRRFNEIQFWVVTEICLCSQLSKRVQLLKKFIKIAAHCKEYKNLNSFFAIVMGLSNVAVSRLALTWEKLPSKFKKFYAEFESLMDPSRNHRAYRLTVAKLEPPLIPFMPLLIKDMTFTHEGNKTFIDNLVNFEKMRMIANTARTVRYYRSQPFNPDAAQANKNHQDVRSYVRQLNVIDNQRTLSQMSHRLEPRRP
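Nucleotide exchange monitored as fluorescence drop when BODIPY-GDP leaves Rap1B. Reaction: 100 nM EPAC2, 250 nM RAP1B-BODIPY-GDP, 50 uM GDP, room temperature, kinetic read over 30 min. Activity expressed relative to 6.5 mM cAMP.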
Numbers without * were called inactive; i = inactive; ? = inconclusive; . = no result given; & = joins results of further samples; [ ] = another dose, or the depositor's remark. Unless noted, calls follow the shape of the dose curve; as a rule, active = well fitted curve in the direction sought with a large enough effect; inconclusive = small, poorly fitted or top-dose-only effect, or another doubt; inactive = no such curve, though single readings can be large; an effect the other way counts as inactive or inconclusive. An unsorted share of the library (roughly 4.3% active in at least one column).

SMILES	IL2 activator	Nrf2 ARE act	TGFb SMAD3 inh	A549 tox	ATXN2 expr inh	Nrf2 block	HepG2 tox	S2 tox	EPAC2 ag
N#CCC(=O)Nc1ccc(C(=O)OCC(=O)c2ccc3c(c2)OCCO3)cc1	1.4	4.0%	4.7%	-0.5%	36.9%[activator]	6.7%	1.2%	i	2.5%
O=C(NCc1ccco1)C1CCN(c2ccc(S(=O)(=O)N3CCOCC3)cc2[N+](=O)[O-])CC1	-1.7	1.7%	0.6%	-0.6%	-5.3%	-15.9%	-17.2%	i	4.2%
Cc1cc(=O)n2[nH]c(C)c(-c3ccccc3)c2n1	1.0	3.2%	-24.7%	-0.5%	-0.3%	-2.0%	-4.4%	i	1.6%
Cn1cccc1C(=O)OCC(=O)NC(=O)NC1CCCCC1	0.7	4.0%	16.6%	-0.1%	25.2%	21.2%	9.1%	i	3.2%
Cc1ccc(C)c(Nc2nc3ccc(C)cc3n3cnnc23)c1	-1.1	0.2%	-5.5%	-0.4%	-2.0%	-6.5%	-9.8%	i	-2.8%
COc1cc(N/N=C/c2ccccc2O)ncn1	-0.3	1.9%	-13.5%	-0.2%	?	19.1%	-28.2%	i	8.8%
COc1cccc(NC(=O)CN(C)C(=O)CN2C(=O)c3ccc([N+](=O)[O-])cc3C2=O)c1	1.1	0.0%	13.9%	0.1%	7.5%	4.0%	0.1%	i	2.9%
CCc1cccc(CC)c1-n1c(SCC(=O)N2CCc3ccccc32)nc(O)cc1=O	-0.4	0.0%	0.0%	-2.2%	12.8%	?	11.5%	i	-3.2%
CC(=O)Nc1ccc(NC(=O)CC(C)n2ccnc2)cc1 (stereo not given)	1.2	0.4%	10.4%	0.2%	3.2%	-1.4%	-3.1%	i	9.9%
CCOC(=O)[C@]12CCCC=C1N(Cc1ccco1)C(=O)[C@H](CC(=O)N1CCC(c3ccccc3)CC1)C2	0.4	4.1%	.	.	3.2%	.	.	i	13.0%
CN1CCN(C(=O)CCN2C(=O)/C(=C/c3ccc(F)cc3)SC2=S)CC1	-2.1	?	-21.0%	-21.3%	69.5%[activator]	?	-32.2%	i	10.5%
CC(=O)c1ccc(OCC(O)CN(C)Cc2cccs2)cc1 (stereo not given)	-3.5	1.9%	10.7%	1.7%	-7.9%	3.3%	-18.9%	i	-1.7%
CCCC(=O)Nc1ccc(C)c(O)c1	-0.4	2.3%	-6.4%	-13.8%	3.2%	-19.3%	2.8%	i	9.9%
Cc1ccc(NC(NC(=O)c2cccs2)C(Cl)(Cl)Cl)cc1C (stereo not given)	-0.7	-0.1%	?	-8.2%	?	?	-33.8%	i	15.0%
CC(=O)Nc1cccc(Nc2nc(-c3ccccc3F)nc3ccccc23)c1	-0.8	-1.1%	-23.4%	-7.8%	-3.6%	?	-15.5%	i	10.5%
O=C(CSc1nnnn1-c1ccc(Cl)c(C(=O)O)c1)NC(c1ccccc1)c1ccccc1	1.1	-0.5%	-9.0%	1.2%	6.0%	-1.7%	13.2%	i	0.7%
CC(C)c1ccc(NC(=O)CSc2n[nH]c(=O)n2C2CC2)cc1	0.4	0.6%	0.0%	1.5%	-14.2%	-2.6%	-2.5%	i	6.3%
CCOC(=O)c1c(NC(=O)CN2CCC(C)CC2)sc(C)c1C	0.2	-0.2%	-2.0%	12.3%	3.2%	?	7.1%	i	14.7%
Cc1ccc(S(=O)(=O)NCC(=O)OCC(=O)N2C(C)CCCC2C)cc1 (stereo not given)	-0.3	2.6%	-3.7%	12.5%	3.8%	-2.0%	-4.8%	i	2.6%
COc1ccc(C(=O)N2CCN(c3nc4cc(C)cc(C)c4cc3C#N)CC2)cc1	-3.6	0.2%	?	.	-28.5%	.	-42.0%	i	9.5%

Whole records, quoted from the list. Order of screens: IL2 activator	Nrf2 ARE act	TGFb SMAD3 inh	A549 tox	ATXN2 expr inh	Nrf2 block	HepG2 tox	S2 tox	EPAC2 ag
`CC(=O)Nc1ccc(NC(=O)CC(C)n2ccnc2)cc1` (stereo not given) as listed: 1.2	0.4%	10.4%	0.2%	3.2%	-1.4%	-3.1%	i	9.9%
`N#CCC(=O)Nc1ccc(C(=O)OCC(=O)c2ccc3c(c2)OCCO3)cc1` as listed: 1.4	4.0%	4.7%	-0.5%	36.9%[activator]	6.7%	1.2%	i	2.5%

More results:
SMILES	IL2 activator	Nrf2 ARE act	TGFb SMAD3 inh	A549 tox	ATXN2 expr inh	Nrf2 block	HepG2 tox	S2 tox	EPAC2 ag
COCCCNC(=O)Cn1cc(C(=O)C2CC2)c2ccccc21	-1.3	-0.9%	0.0%	-3.7%	-2.1%	-11.3%	-10.6%	i	-7.2%
Cc1ccc(/C=c2\sc3nc(-c4cccs4)nn3c2=O)o1	-0.6	19.8%	-3.2%	-4.4%	-1.0%	.	-4.1%	i	-0.7%
O=C(Nc1ccc(Cl)cc1)c1ccco1	-0.8	?	-16.1%	1.4%	46.4%[activator]	10.4%	5.3%	?	6.6%
CC1(Cc2ccccc2C#N)C(=O)Nc2ccc(OC(F)(F)F)cc21 (stereo not given)	-0.2	0.0%	-16.4%	.	-9.5%	.	-24.1%	i	-3.2%
O=C(c1cnn2c(C(F)(F)F)cc(-c3ccc(Br)cc3)nc12)N1CCOCC1	-1.4	-0.9%	13.5%	0.2%	-6.1%	0.0%	-0.5%	i	-2.1%
C[C@H](CO)N1C[C@H](C)[C@@H](CN(C)C(=O)c2cccc(F)c2)Oc2cc(-c3cncnc3)ccc2S1(=O)=O	-1.9	-0.2%	-1.5%	.	-0.2%	.	-1.6%	i	3.3%
O=c1cc(Cl)[nH]c(=O)n1CCNc1ncc(C(F)(F)F)cc1Cl	0.5	5.3%	3.8%	-5.6%	37.0%	?	-8.9%	i	1.6%
COc1ccc(C2C(C(=O)NCc3ccco3)c3ccccc3C(=O)N2C)cc1 (stereo not given)	0.5	0.3%	4.1%	-8.0%	-16.2%	?	-15.3%	i	-4.6%
O=C(N/N=C1\CC(c2ccccc2)Oc2ccccc21)c1ccccn1 (stereo not given)	-2.5	0.6%	-14.9%	-0.8%	-21.0%	0.4%	-23.9%	i	18.2%
C[C@@H](NC(=O)c1nc[nH]c1C(=O)N(C)Cc1ccccc1)c1ccccc1	-0.5	0.7%	-14.4%	-1.1%	6.8%	3.5%	0.4%	i	1.9%
N#Cc1ccc2c(c1)NC(=O)C1CCCN21 (stereo not given)	-0.7	0.4%	0.0%	-4.5%	-0.9%	-6.5%	-2.4%	i	-4.9%
CCCNC(=O)C(Cc1ccccc1)NC(=O)c1ccc(C(F)(F)F)cc1 (stereo not given)	0.4	-0.2%	-1.8%	17.8%	7.1%	13.2%	-13.4%	i	-4.7%
CCOC(=O)C1=C(C)Nc2ccccc2N/C1=N\S(=O)(=O)c1ccccc1	-0.6	-0.1%	?	7.7%	0.8%	15.2%	7.0%	i	2.9%
CC(=O)NO	0.1	-1.1%	-1.2%	-3.2%	0.3%&-7.3%	4.6%	-2.8%	i	-4.7%
CC1(C)CC(=O)C(C=Nc2ccccc2C(=O)O)=C(O)C1	1.4	0.4%	-0.1%	-0.1%	0.7%	2.1%	7.3%	i	4.4%
CCc1ccc(-c2cc(C(F)(F)F)n3nc(C(=O)Nc4c(C)nn(Cc5ccccc5Cl)c4C)cc3n2)s1	-1.9	-0.5%	-4.9%	5.2%	-4.6%	?	1.7%	.	9.4%
Cc1cc(C)c(C)c(S(=O)(=O)N2CCN(CC(=O)NC(=O)NCc3ccccc3)CC2)c1C	3.1	-0.2%	-6.7%	-9.0%	-18.3%	.	-29.4%	i	-7.3%
CCC(=O)c1ccc(N2CCN(C(=O)c3ccccc3Br)CC2)c(F)c1	-0.4	1.7%	28.0%	7.4%	-2.1%	10.0%	-20.4%	i	11.7%
O=C(CNC(=O)c1ccc(OC(F)F)cc1)NC1CCCc2ccccc21 (stereo not given)	-1.2	0.3%	-3.3%	1.3%	-17.2%	3.2%	-6.3%	i	-0.4%
COc1cc(C(=O)O/N=C2\CCCc3c2ccc(OC)c3[N+](=O)[O-])cc(OC)c1OC	0.2	0.5%	-30.3%	-1.5%	-9.7%	16.6%	2.2%	i	-7.8%

Four entries from above, ordered by the value under EPAC2 ag, highest first:
structure,EPAC2 ag
O=c1cc(Cl)[nH]c(=O)n1CCNc1ncc(C(F)(F)F)cc1Cl,1.6%
O=C(c1cnn2c(C(F)(F)F)cc(-c3ccc(Br)cc3)nc12)N1CCOCC1,-2.1%
CCCNC(=O)C(Cc1ccccc1)NC(=O)c1ccc(C(F)(F)F)cc1 (stereo not given),-4.7%
N#Cc1ccc2c(c1)NC(=O)C1CCCN21 (stereo not given),-4.9%

An excerpt from above in order of molar mass, highest first:
SMILES	IL2 activator	Nrf2 ARE act	TGFb SMAD3 inh	A549 tox	ATXN2 expr inh	Nrf2 block	HepG2 tox	S2 tox	EPAC2 ag
N#CCC(=O)Nc1ccc(C(=O)OCC(=O)c2ccc3c(c2)OCCO3)cc1	1.4	4.0%	4.7%	-0.5%	36.9%[activator]	6.7%	1.2%	i	2.5%
CCOC(=O)c1c(NC(=O)CN2CCC(C)CC2)sc(C)c1C	0.2	-0.2%	-2.0%	12.3%	3.2%	?	7.1%	i	14.7%
CCCC(=O)Nc1ccc(C)c(O)c1	-0.4	2.3%	-6.4%	-13.8%	3.2%	-19.3%	2.8%	i	9.9%
